OX1R antag-1: human HCRTR1 antagonism; O43613; AID 434989; 0.43% of 330,000 active; inhibition, % at 5 µM; CHO/OX1R cells, Fluo-8 calcium fluorescence, orexin A;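 active = inhibition above its plate's threshold, mean inhibition of all tested compounds on the plate plus 3 SD, cut at about 37% in these data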;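 note: 0% = orexin A challenge wells and 100% = SB-334867-A antagonist wells; not every result past the cut was called active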
Target sequence (O43613 whole entry, looked up): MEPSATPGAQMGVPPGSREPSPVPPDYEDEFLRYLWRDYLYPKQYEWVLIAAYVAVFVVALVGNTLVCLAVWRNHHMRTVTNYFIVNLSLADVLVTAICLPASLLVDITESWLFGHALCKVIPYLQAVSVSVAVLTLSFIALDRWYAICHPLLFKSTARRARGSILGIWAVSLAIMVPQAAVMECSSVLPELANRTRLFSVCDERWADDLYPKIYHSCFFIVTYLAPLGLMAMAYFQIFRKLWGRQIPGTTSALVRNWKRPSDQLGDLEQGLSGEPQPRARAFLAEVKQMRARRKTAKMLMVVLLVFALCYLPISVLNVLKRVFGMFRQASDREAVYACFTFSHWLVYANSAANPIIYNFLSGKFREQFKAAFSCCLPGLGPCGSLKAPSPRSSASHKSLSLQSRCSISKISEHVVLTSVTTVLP
STK33 inh: blocks human STK33 kinase activity. Q9BYT3. inhibition, % at 10 µM. 0.073% of 320,000 active. purified STK33, MBP phosphorylation, ADP-Glo luminescence. AID 2661;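 active = inhibition at or above 25%, using the most active replicate where run in duplicate; inactive = inhibition below 25%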
Target sequence (Q9BYT3 whole entry, looked up): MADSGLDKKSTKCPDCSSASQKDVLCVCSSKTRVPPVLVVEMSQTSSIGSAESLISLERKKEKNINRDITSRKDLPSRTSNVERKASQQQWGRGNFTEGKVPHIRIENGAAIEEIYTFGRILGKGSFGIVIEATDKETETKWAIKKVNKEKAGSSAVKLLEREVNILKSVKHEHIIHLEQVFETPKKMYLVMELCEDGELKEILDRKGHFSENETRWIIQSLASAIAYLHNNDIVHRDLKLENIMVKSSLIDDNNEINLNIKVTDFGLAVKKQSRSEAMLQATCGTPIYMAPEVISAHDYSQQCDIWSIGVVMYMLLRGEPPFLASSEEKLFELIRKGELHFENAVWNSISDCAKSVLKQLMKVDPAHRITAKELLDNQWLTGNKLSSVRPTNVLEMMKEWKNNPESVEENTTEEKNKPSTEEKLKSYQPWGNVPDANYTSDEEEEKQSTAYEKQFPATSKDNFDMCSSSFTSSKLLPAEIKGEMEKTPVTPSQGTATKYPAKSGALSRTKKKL
OX1R antag-2: antagonists of human orexin 1 receptor (OX1R); inhibition, % at 6.6 µM; AID 485270; OX1R-expressing cells, FRET antagonist read-out; 1.8% of 330,000 active; O43613; in the data active = inhibition mostly above about 38%, no sharp cut-off; inactive = mostly below about 40%;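 note: 0% = agonist challenge alone and 100% = reference antagonist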
* hit, by the source's call.

Cc1cc(C(=O)CSc2cccc[n+]2[O-])c(C)n1-c1ccccc1 was read as OX1R antag-1 -5, STK33 inh -1.1 and OX1R antag-2 22.
Screening O=C(NCCc1cccc(Cl)c1)c1cccc([N+](=O)[O-])c1 returned OX1R antag-1 -11, STK33 inh -0.8 and OX1R antag-2 47.
CCOc1ccc(NC(=O)CCC(=O)c2ccc(OC)cc2)cc1 was read as OX1R antag-1 -8, STK33 inh -1.1 and OX1R antag-2 -6.
Screening CCCCN(CC)Cc1ccc(CNC(=O)Nc2ccc(F)cc2)o1 returned OX1R antag-1 -25, STK33 inh -0.9 and OX1R antag-2 10.
COc1cc(OC)cc(-c2nc(-c3ccc(Br)cc3)no2)c1 was read as OX1R antag-1 3, STK33 inh 0.9 and OX1R antag-2 14.
For O=C(CN1CCN(C(=O)c2cncn2-c2ccc(F)cc2)CC1)Nc1ccccc1C(F)(F)F the results were OX1R antag-1 -21, STK33 inh -0.9 and OX1R antag-2 3.
Cc1ccc(C)c(OCCC(=O)OCC(=O)NC2CCS(=O)(=O)C2)c1 (stereo not drawn) was read as OX1R antag-1 -7, STK33 inh -0.1 and OX1R antag-2 8.
For CCC(C)NCCCOc1ccc(C)cc1OC (stereo not drawn) the results were OX1R antag-1 -11, STK33 inh 0.0 and OX1R antag-2 28.
Screening CCc1noc(C)c1C(=O)N1CCN(S(=O)(=O)c2ccccc2C(F)(F)F)CC1 returned OX1R antag-1 -10, STK33 inh -1.3 and OX1R antag-2 -5.
For CNC(=S)N(CCc1c(C)[nH]c2ccc(C)cc12)Cc1ccc(OC)c(OC)c1 the results were OX1R antag-1 6, STK33 inh 1.0 and OX1R antag-2 24.
Screening CCN1CCN(C(=O)c2ccc(NS(=O)(=O)c3ccccc3)cc2)CC1 returned OX1R antag-1 -25, STK33 inh -2.6 and OX1R antag-2 2.
`CCC(/C=N/NC(=O)c1ccccc1F)CC` gave OX1R antag-1 -5, STK33 inh -2.0 and OX1R antag-2 6.
`COc1cccc(NC(=O)COc2cc(O)c3c(c2)OC(C)(C)CC3=O)c1` gave OX1R antag-1 -2, STK33 inh -0.5 and OX1R antag-2 17.
`COc1ccc(N2Cc3cccc(C(=O)NC(C)CCc4ccco4)c3C2=O)cc1` (stereo not drawn) gave OX1R antag-1 -30, STK33 inh 1.5 and OX1R antag-2 12.
Screening O=C(O)c1ccccc1C(=O)NNc1ccc(F)cc1 returned OX1R antag-1 9, STK33 inh 0.8 and OX1R antag-2 4.
`CS(=O)(=O)N(CC(=O)N1CCOCC1)c1cc(Cl)ccc1Cl` gave OX1R antag-1 -7, STK33 inh -1.4 and OX1R antag-2 20.
For Cc1ccc(NC(=O)c2oc3ccccc3c2NC(=O)c2ccc3c(c2)OCO3)cc1 the results were OX1R antag-1 -7, STK33 inh 0.9 and OX1R antag-2 14.
For O=C(CCNS(=O)(=O)c1cccs1)Nc1nccs1 the results were OX1R antag-1 -11, STK33 inh 5.3 and OX1R antag-2 6.
COc1ccc(NC(=O)C2=CC(c3cccs3)=NS(=O)(=O)N2C)cc1 was read as OX1R antag-1 -8, STK33 inh -0.7 and OX1R antag-2 8.
Screening COc1cccc(C2CC(=O)Nc3cc4c(cc32)OCCO4)c1OC(C)C (stereo not drawn) returned OX1R antag-1 -34, STK33 inh 0.1 and OX1R antag-2 14.
Screening Cc1ccc(S(=O)(=O)N2[C@@H](c3cccc(C)c3)C(C(=O)O)=C[C@H]2CC2CCCC2)cc1 returned OX1R antag-1 -15, STK33 inh -0.3 and OX1R antag-2 31.
O=C(CSCCc1ccccn1)Nc1ccc(Br)cn1 was read as OX1R antag-1 -12, STK33 inh -0.5 and OX1R antag-2 9.
`CC(C)C(=O)Nc1ccc(NC(=O)c2ccc(COc3ccccc3)cc2)cc1` gave OX1R antag-1 -8, STK33 inh -0.3 and OX1R antag-2 11.
CCOC(=O)C1=C(O)/C(=C\c2cc(C)n(-c3ccccc3F)c2C)N=C1C was read as OX1R antag-1 -19, STK33 inh 0.3 and OX1R antag-2 26.
Screening CCOc1ccc([C@@H]2CC=C(C(=O)O)CN2S(=O)(=O)c2ccc(C)cc2)cc1 returned OX1R antag-1 -8, STK33 inh -2.4 and OX1R antag-2 9.
Screening CCOC(=O)C1C(C(=O)OC)=C(c2ccc(OC)cc2)c2ccccc2N1S(=O)(=O)C(F)(F)F (stereo not drawn) returned OX1R antag-1 -3 and OX1R antag-2 14.
For COc1cccc(N2CCN(C3C4CC5CC(C4)CC3C5)CC2)c1 (stereo not drawn) the results were OX1R antag-1 -41, STK33 inh 1.7 and OX1R antag-2 6.
COc1ccc(NC(C)=O)cc1NC(C)C(=O)Nc1ccccc1F (stereo not drawn) was read as OX1R antag-1 -5, STK33 inh -5.8 and OX1R antag-2 10.
`c1cncc(-c2nc(NCc3ccc4c(c3)OCO4)c3ccccc3n2)c1` gave OX1R antag-1 0, STK33 inh 3.9 and OX1R antag-2 33.
Screening COC(=O)C1=C(C(=O)OC)[C@@H]2N(C)c3ccc(OC)cc3[C@@]23C[C@@H](C(=O)OC)N(C(=O)c2ccco2)C3=N1 returned OX1R antag-1 3, STK33 inh 1.2 and OX1R antag-2 19.
CCc1ccc(NC(=O)C2C3CCC(O3)C2C(=O)O)cc1 (stereo not drawn) was read as OX1R antag-1 -9, STK33 inh -0.4 and OX1R antag-2 15.
Screening COc1ccccc1CN1C[C@@H]2C[C@@H](C3=Cc4cc(Cl)ccc4OC3)N3CCC[C@@]23C1=O returned OX1R antag-1 -44, STK33 inh -1.4 and OX1R antag-2 6.
CCc1ccccc1NC(=O)NCCN1CCCCC1 was read as OX1R antag-1 -13, STK33 inh -0.5 and OX1R antag-2 -6.
Screening Cc1ccc2c(CNCc3ccccc3)cc(=O)oc2c1 returned OX1R antag-1 -10, STK33 inh -0.5 and OX1R antag-2 11.
For CCOC(=O)CNC(=O)Cn1cnc2sc(C)c(S(=O)(=O)N3CCOCC3)c2c1=O the results were OX1R antag-1 -7, STK33 inh 0.2 and OX1R antag-2 5.
Screening Cc1c(Cc2ccccc2)c(=O)oc2c(C)c(OCC(=O)N[C@@H](Cc3ccccc3)C(=O)O)ccc12 returned OX1R antag-1 1, STK33 inh -3.3 and OX1R antag-2 11.
Screening Cc1csc(NC(=O)c2ccc(=O)[nH]c2)n1 returned OX1R antag-1 2, STK33 inh -0.7 and OX1R antag-2 -5.
For O=C(Nc1cc(Cl)ccc1Oc1ccccc1)c1cnccn1 the results were OX1R antag-1 -6, STK33 inh -0.2 and OX1R antag-2 18.
For CC1(c2ccc3c(c2)OCCO3)NC(=O)N(CC(=O)Nc2ccccc2)C1=O (stereo not drawn) the results were OX1R antag-1 -2, STK33 inh 0.3 and OX1R antag-2 5.
For CSc1nc(C)cc(NC(N)=O)n1 the results were OX1R antag-1 -12 and OX1R antag-2 6.
`CC(C(=O)O)N1C(=O)c2cccc3cccc1c23` (stereo not drawn) gave OX1R antag-1 -25, STK33 inh -1.7 and OX1R antag-2 25.
For O=C(CCNS(=O)(=O)c1ccc(Br)cc1)NCCc1ccccc1 the results were OX1R antag-1 -24, STK33 inh -0.4 and OX1R antag-2 6.
`COCCCNC(=S)N(CCCO)Cc1cc2cc3c(cc2[nH]c1=O)OCO3` gave OX1R antag-1 -4, STK33 inh -1.6 and OX1R antag-2 12.
`CC(=O)Nc1cccc(N/C=C(\C=O)c2nc3ccccc3o2)c1` gave OX1R antag-1 -15, STK33 inh 0.6 and OX1R antag-2 58.
`CC(C)Cc1nnc(NC(=O)CCC(=O)Nc2ccccc2)s1` gave OX1R antag-1 -15, STK33 inh 0.9 and OX1R antag-2 -5.

A portion of the results above:
For CCOC(=O)CNC(=O)Cn1cnc2sc(C)c(S(=O)(=O)N3CCOCC3)c2c1=O the results were OX1R antag-1 -7, STK33 inh 0.2 and OX1R antag-2 5.
Screening Cc1c(Cc2ccccc2)c(=O)oc2c(C)c(OCC(=O)N[C@@H](Cc3ccccc3)C(=O)O)ccc12 returned OX1R antag-1 1, STK33 inh -3.3 and OX1R antag-2 11.
Screening Cc1csc(NC(=O)c2ccc(=O)[nH]c2)n1 returned OX1R antag-1 2, STK33 inh -0.7 and OX1R antag-2 -5.
For O=C(Nc1cc(Cl)ccc1Oc1ccccc1)c1cnccn1 the results were OX1R antag-1 -6, STK33 inh -0.2 and OX1R antag-2 18.
For CC1(c2ccc3c(c2)OCCO3)NC(=O)N(CC(=O)Nc2ccccc2)C1=O (stereo not drawn) the results were OX1R antag-1 -2, STK33 inh 0.3 and OX1R antag-2 5.
For CSc1nc(C)cc(NC(N)=O)n1 the results were OX1R antag-1 -12 and OX1R antag-2 6.
`CC(C(=O)O)N1C(=O)c2cccc3cccc1c23` (stereo not drawn) gave OX1R antag-1 -25, STK33 inh -1.7 and OX1R antag-2 25.
For O=C(CCNS(=O)(=O)c1ccc(Br)cc1)NCCc1ccccc1 the results were OX1R antag-1 -24, STK33 inh -0.4 and OX1R antag-2 6.
`COCCCNC(=S)N(CCCO)Cc1cc2cc3c(cc2[nH]c1=O)OCO3` gave OX1R antag-1 -4, STK33 inh -1.6 and OX1R antag-2 12.

(listing goes on)
`O=C(CSc1nnc(CCc2ccccc2)n1-c1ccc(Cl)cc1)NCc1ccccc1` gave OX1R antag-1 -9, STK33 inh -0.8 and OX1R antag-2 7.
Screening Cc1nc2nc(C)c(CCC(=O)O)c(C)n2n1 returned OX1R antag-1 -3, STK33 inh -0.3 and OX1R antag-2 2.
Screening O=C(NC(=S)NNC(=O)c1ccccc1O)c1ccc([N+](=O)[O-])cc1 returned OX1R antag-1 -15, STK33 inh -1.1 and OX1R antag-2 17.
O=C(CCC1CCCN(Cc2ccc(O)c(Cl)c2)C1)NCc1ccccc1F (stereo not drawn) was read as OX1R antag-1 -28, STK33 inh -2.8 and OX1R antag-2 12.
Screening COc1ccc(C(=O)Nc2ccc(N3CCOCC3)cc2)cc1OC returned OX1R antag-1 -5, STK33 inh -1.1 and OX1R antag-2 0.
Screening COC(=O)C1=CN(CCCN2CCCC2=O)C=C(C(=O)OC)C1c1ccccc1C(F)(F)F returned OX1R antag-1 -9, STK33 inh 0.5 and OX1R antag-2 15.
Screening O=C(NC(Cc1ccc2c(c1)OCO2)C(=O)N1CCCC1C(=O)O)c1ccccc1 (stereo not drawn) returned OX1R antag-1 -5, STK33 inh -0.7 and OX1R antag-2 15.
`CCOc1ccc(NC(=O)CN(C)C(=O)C2CCN(C(=O)c3ccc(Cl)cc3)CC2)cc1OCC` gave OX1R antag-1 -24, STK33 inh 0.7 and OX1R antag-2 1.
Screening CC(C(=O)NC(=O)NC1CCCCC1)N1CCN(c2ccccn2)CC1 (stereo not drawn) returned OX1R antag-1 -31, STK33 inh -1.9 and OX1R antag-2 25.
Screening COc1ccc(OCCOC(=O)CNC(=O)c2cccc(C)c2)cc1 returned OX1R antag-1 -6, STK33 inh -1.2 and OX1R antag-2 3.
Screening Cc1ccnc(NC(=O)c2ccc(NC(=O)CC3SC(N4CCCC4)=NC3=O)cc2)c1 (stereo not drawn) returned OX1R antag-1 -12, STK33 inh -1.3 and OX1R antag-2 9.
Cc1ccc2nc(-c3ccccn3)cc(C(=O)N3CCN(c4ncccn4)CC3)c2c1 was read as OX1R antag-1 -17, STK33 inh 0.0 and OX1R antag-2 15.
`O=C(COC(=O)c1cnccn1)Nc1cc(S(=O)(=O)N2CCOCC2)ccc1Cl` gave OX1R antag-1 -13, STK33 inh -0.1 and OX1R antag-2 3.
Screening CCOC(=O)c1cc2oc(C)cc2n1CC(=O)OC1CCCCC1 returned OX1R antag-1 -46, STK33 inh -0.1 and OX1R antag-2 11.
O=C(COC(=O)/C=C/C(=O)N1CCN(c2ccccc2)CC1)NCc1ccc(F)cc1 was read as OX1R antag-1 -13, STK33 inh -0.9 and OX1R antag-2 22.
For CCOC(=O)Cn1nc(NC(=O)c2ccc3c(c2)OCO3)cc1C the results were OX1R antag-1 -7, STK33 inh -1.0 and OX1R antag-2 33.
Screening O=C(CSc1nc2ccc([N+](=O)[O-])cc2[nH]1)c1ccc2ccccc2c1 returned OX1R antag-1 -19, STK33 inh -1.1 and OX1R antag-2 34.
CCC(C)Sc1nnc(CNC(=O)C23CC4CC(CC(C4)C2)C3)n1C1CCCCC1 (stereo not drawn) was read as OX1R antag-1 -32, STK33 inh -2.0 and OX1R antag-2 7.
OCC[C@H]1C[C@@H](O)[C@H](O)[C@@]2(CCCO2)O1 was read as OX1R antag-1 10, STK33 inh -2.0 and OX1R antag-2 -1.
`CC(=O)Nc1cc(NC(C)=O)cc(C(=O)OCC(=O)c2ccc3c(c2)NC(=O)CO3)c1` gave OX1R antag-1 -14, STK33 inh -0.2 and OX1R antag-2 5.
Cc1ccc(C(C)C)cc1OCC(=O)NC1CCCCCCC1 was read as OX1R antag-1 -39, STK33 inh 0.1 and OX1R antag-2 20.
For O=C(C1CCCN(Cc2ccccc2F)C1)N1CCCC1 (stereo not drawn) the results were OX1R antag-1 -17, STK33 inh 0.8 and OX1R antag-2 -2.
Cc1ccnc(N2C(=O)c3ccccc3C2Nc2ccc3c(c2)OCCO3)c1 (stereo not drawn) was read as OX1R antag-1 -28, STK33 inh 1.7 and OX1R antag-2 8.
COc1ccc(Cc2nc3ccccc3n2CC(=O)N/N=C/c2ccc(O)cc2)cc1OC was read as OX1R antag-1 -38, STK33 inh 13 and OX1R antag-2 5.
Screening CCOc1cccc(C(=O)Nc2cccc(NC(=O)c3ccco3)c2)c1 returned OX1R antag-1 -26, STK33 inh 1.0 and OX1R antag-2 31.
COc1ccc(CCNC(=O)COc2ccc(-c3ccc(C)cc3)cc2)cc1OC was read as OX1R antag-1 70*, STK33 inh 0.1 and OX1R antag-2 66*.
CCc1ccccc1NC(=O)Nc1cccs1 was read as OX1R antag-1 -22, STK33 inh -1.1 and OX1R antag-2 19.

Compound activity: PubChem BioAssay, several laboratories

The order is random (roughly 2.2% active in at least one column).
